FAS TE block = FAS thioesterase (human) inhibition; recombinant FAS-TE, OMFH fluorogenic substrate, fluorescence endpoint; inhibition, % at 15 µM; 0.67% of 360,000 active;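 active means compounds whose normalised, plate-corrected inhibition of enzyme fluorescence in the single-dose primary screen is 50% or more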;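 further: 0% = DMSO with enzyme and 100% = substrate without enzyme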
CSN inh = inhibitors of human CSN-mediated cullin deneddylation. Q92905. inhibition, % at 12.5 µM. 0.38% of 360,000 active. AID 651999. Purified CSN, SCF-Nedd8-OG deneddylation, fluorescence polarization;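 active means pattern-corrected inhibition above about 35%, with an unprinted fluorescence ratio check between 0.5 and 1.5, limit read from the data, passing the limit was not always enough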;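 further: 0% = enzyme with substrate and 100% = substrate without enzyme; some results filed as inactive read as strong as hits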
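Detection – fluorescence polarization · System – HEK293T-derived human Csn5 enzyme · Controls – substrate-only high control, full reaction low control · Timing – 90 min, room temperature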
Rin1 Abl inh = human Rin1-Abl interaction inhibition | P00519+Q13671 | TR-FRET Rin1/Abl binding, biochemical | inhibition, % at 7.35 µM | 0.4% of 360,000 active; in the data active means inhibition above about 5%, passing the limit was not always enough
Target sequence (P00519 whole entry, looked up): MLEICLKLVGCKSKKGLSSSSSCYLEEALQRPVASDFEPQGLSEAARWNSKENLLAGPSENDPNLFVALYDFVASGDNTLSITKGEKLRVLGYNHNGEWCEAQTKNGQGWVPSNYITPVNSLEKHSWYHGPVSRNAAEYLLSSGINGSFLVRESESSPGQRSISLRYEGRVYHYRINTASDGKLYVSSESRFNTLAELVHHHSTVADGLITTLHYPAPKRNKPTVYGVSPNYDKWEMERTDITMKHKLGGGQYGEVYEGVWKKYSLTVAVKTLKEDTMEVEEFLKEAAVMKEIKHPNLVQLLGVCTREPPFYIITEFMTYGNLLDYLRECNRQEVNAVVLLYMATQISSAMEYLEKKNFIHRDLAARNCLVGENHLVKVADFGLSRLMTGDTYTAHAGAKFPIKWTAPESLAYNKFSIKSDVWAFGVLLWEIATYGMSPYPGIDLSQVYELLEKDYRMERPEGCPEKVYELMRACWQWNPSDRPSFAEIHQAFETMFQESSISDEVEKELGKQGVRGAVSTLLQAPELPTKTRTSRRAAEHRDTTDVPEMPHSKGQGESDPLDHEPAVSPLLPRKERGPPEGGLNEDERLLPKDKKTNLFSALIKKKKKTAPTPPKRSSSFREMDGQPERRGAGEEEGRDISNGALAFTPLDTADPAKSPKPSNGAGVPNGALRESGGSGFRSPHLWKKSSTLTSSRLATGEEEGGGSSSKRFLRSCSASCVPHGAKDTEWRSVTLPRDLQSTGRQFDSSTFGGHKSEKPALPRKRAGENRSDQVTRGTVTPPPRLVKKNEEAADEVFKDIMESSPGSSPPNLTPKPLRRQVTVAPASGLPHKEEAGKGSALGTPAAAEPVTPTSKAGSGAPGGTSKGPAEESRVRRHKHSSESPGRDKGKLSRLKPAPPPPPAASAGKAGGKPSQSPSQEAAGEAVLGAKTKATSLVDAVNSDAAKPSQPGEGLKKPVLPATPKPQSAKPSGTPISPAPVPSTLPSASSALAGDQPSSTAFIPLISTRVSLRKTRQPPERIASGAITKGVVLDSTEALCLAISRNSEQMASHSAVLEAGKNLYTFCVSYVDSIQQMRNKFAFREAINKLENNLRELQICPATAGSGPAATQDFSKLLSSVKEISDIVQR
Target sequence (Q13671 whole entry, looked up): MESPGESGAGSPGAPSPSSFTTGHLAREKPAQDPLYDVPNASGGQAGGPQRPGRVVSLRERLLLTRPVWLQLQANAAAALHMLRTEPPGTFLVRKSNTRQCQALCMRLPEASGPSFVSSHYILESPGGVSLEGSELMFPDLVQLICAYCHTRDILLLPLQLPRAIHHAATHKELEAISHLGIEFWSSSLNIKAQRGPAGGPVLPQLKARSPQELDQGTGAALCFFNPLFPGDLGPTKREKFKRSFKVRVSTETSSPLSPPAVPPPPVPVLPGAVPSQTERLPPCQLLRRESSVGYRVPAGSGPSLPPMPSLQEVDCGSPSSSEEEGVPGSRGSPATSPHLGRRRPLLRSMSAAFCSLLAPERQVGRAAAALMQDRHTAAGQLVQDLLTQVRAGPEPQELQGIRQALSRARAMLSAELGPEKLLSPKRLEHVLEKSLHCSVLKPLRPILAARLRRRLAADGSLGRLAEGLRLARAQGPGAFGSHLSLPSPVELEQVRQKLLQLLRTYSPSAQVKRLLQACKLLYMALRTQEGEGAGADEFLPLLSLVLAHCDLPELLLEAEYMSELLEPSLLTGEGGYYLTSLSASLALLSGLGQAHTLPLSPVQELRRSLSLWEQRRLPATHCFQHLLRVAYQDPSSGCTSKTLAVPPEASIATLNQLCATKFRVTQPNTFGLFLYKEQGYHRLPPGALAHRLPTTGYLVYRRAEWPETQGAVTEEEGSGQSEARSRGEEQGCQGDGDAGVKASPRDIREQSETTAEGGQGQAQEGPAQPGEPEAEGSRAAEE
SKN-1 block = C. elegans SKN-1 inhibition; C. elegans VP596 Pgst-4::GFP/RFP ratio, acrylamide-induced, 24 h; 0.49% of 360,000 active; inhibition, % at 21.8 µM; AID 624304;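 active means interference check ratio from 0.5 to 1.5 plus GFP to RFP signal ratio inhibition reaching or exceeding a fixed threshold, cut at about 30% in these data, passing the limit was not always enough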; further: some compounds called inactive have numbers as strong as hits
MLLE-PAM2 inh = blocks PAM2 peptide binding to the PABP1 MLLE domain | AID 588489 | inhibition, % at 20 µM | GST-MLLE / FITC-PAM2 fluorescence polarization | 0.36% of 360,000 active; in the data active means inhibition above about 35%, passing the limit was not always enough;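 further: plate controls were DMSO wells with GST-MLLE for no effect and wells lacking GST-MLLE protein for full effect; some results filed as inactive read as strong as hits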
MT1-MMP act inh = MT1-MMP (human) activation inhibition. HT1080 RFP-PRO-GFP cells, GFP/RFP ratio fluorescence, overnight; percent of plate control window, DMSO zero. GFP/RFP ratio change, % at 20 µM. 0.061% of 360,000 active. AID 651647;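 active means GFP/RFP ratio change of at least 30% with cell ATP level not reduced by more than half and red fluorescence within 50% of control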; further: strong numbers were not always called active
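Assay system: HT1080 cells carrying an RFP-PRO-GFP reporter | Dosing: Single dose of 20 µM compound, 1% DMSO final | Incubation: Cells overnight before dosing, compound overnight, 37 °C, 5% CO2 | Evaluation: GFP/RFP fluorescence ratio | Control set: DMSO and RFP-L50D-GFP cell wells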
Neddylation inh = cullin neddylation inhibition; 0.58% of 360,000 active; P61081+Q13564; calls only at 25 µM; TR-FRET cullin neddylation, biochemical; in the data active means inhibition above about 36%
NadD inh = NadD (S. aureus) enzyme inhibition; purified NadD enzyme, colorimetric absorbance read-out; inhibition, % at 20 µM; 0.78% of 360,000 active; in the data active means inhibition above about 26%; further: some compounds past the cut are filed as inactive
Rpn11 block = blocks the human proteasome subunit Rpn11 | AID 588493 | human 26S proteasome, Ub4-pepOG fluorescence polarization; 20S core pre-blocked with epoxomicin | 0.59% of 360,000 active | O00487 | calls only at 20 µM;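 active means inhibition at 20 µM, scaled to each plate's controls, above about 33%, limit read from the data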
Numbers without * were called inactive; i = inactive; · = not tested or not shown; + = active, no number. The order is random, and some 3.9% of all compounds hit somewhere here.

entry	SMILES	MT1-MMP act inh	SKN-1 block	FAS TE block	NadD inh	MLLE-PAM2 inh
1	CCN(CC)S(=O)(=O)c1ccc(O)c(NC(=O)c2cc(-c3cc(OC)c(OC)c(OC)c3)nc3ccccc23)c1	2	11	-22	0	28
2	CCCC1CCC(C(=O)Nn2cnc3ccccc3c2=O)CC1 (configuration not stated)	15	20	3	-3	-29
3	COc1ccccc1NC(=O)c1cc(S(=O)(=O)NCc2ccccc2)ccc1F	2	-2	11	-8	8
4	CCCN(C(=O)c1ccccc1Cc1ccccc1)C1CCS(=O)(=O)C1 (configuration not stated)	1	0	-4	0	1
5	FC(F)(F)c1ccc(Sc2nnc(-c3cccs3)n2CC2CCCO2)nc1 (configuration not stated)	0	-16	-3	-3	1
6	OC[C@@H]1CN(Cc2ccc(Cl)cc2)C[C@H](n2cnc3c(N4CCN(c5ccccc5)CC4)ncnc32)O1	-4	3	16	1	-7
7	CC(C)NC(=O)CSc1nc(-c2cccs2)cc(-c2ccccc2)c1C#N	-2	22	-7	8	6
8	O=C(NC1CC1)c1sccc1-n1cccc1	-3	-13	-4	0	0

entry	Rpn11 block	Neddylation inh	CSN inh	Rin1 Abl inh
1	i	+	1	4
2	i	i	0	1
3	i	i	2	2
4	i	i	-3	2
5	i	i	5	0
6	i	i	2	-3
7	i	·	1	1
8	i	i	2	3

Further records.
entry	SMILES	MT1-MMP act inh	SKN-1 block	FAS TE block	NadD inh	MLLE-PAM2 inh
9	Nc1c(C(=O)NCc2cccnc2)sc(=S)n1-c1ccccc1	·	-14	-5	1	33
10	Cc1nc(-c2ccc(F)cc2)c(CC(=O)N(C)CC(=O)Nc2ccc(Cl)c(C(F)(F)F)c2)s1	9	5	33	3	6
11	CC(=O)c1ccc(N2CCN(C(=O)c3nn(C)c4c3CS(=O)(=O)c3ccccc3-4)CC2)cc1	3	5	0	6	7
12	O=c1c(C=NCCCO)c(-c2ccccc2)[nH]n1-c1nc2ccccc2s1	6	-1	0	-5	4
13	O=C1N=C(N2CCCCC2)SC1=C1CCCCC1	5	-1	-2	4	8
14	O=C(N/N=C/C=C\c1ccccc1[N+](=O)[O-])c1cccs1	1	2	-1	-1	-6
15	Cc1ccc(S(=O)(=O)N(C)CC(=O)N(C)CCOc2ccccc2)cc1	7	-6	-3	3	-2
16	CCn1nc(C)c(/C=N/NC(=O)Cc2ccc(Cl)cc2)c1C	8	14	-8	4	2

entry	Rpn11 block	Neddylation inh	CSN inh	Rin1 Abl inh
9	i	i	-4	2
10	i	i	-3	2
11	i	i	1	1
12	i	i	1	3
13	i	i	-4	-4
14	i	i	-2	-5
15	i	i	-2	-2
16	i	i	4	-4

Further entries follow.
entry	SMILES	MT1-MMP act inh	SKN-1 block	FAS TE block	NadD inh	MLLE-PAM2 inh
17	COc1ccc(Br)cc1C1CC(=O)C(C)C(c2cc(Br)ccc2OC)N1 (configuration not stated)	-1	12	18	10	-2
18	CSCCC1NC(=O)N(CC(=O)Nc2c(Cl)cc(Cl)cc2Cl)C1=O (configuration not stated)	-1	-4	-7	-1	10
19	C=CCNC1=C(Cl)C(=O)N(c2cccc(Cl)c2Cl)C1=O	4	-11	7	-6	-5
20	CCOC(=O)c1ccc(N2CCN(c3cc(C)ccc3C)CC2)c(N)c1	5	8	15	-10	9
21	O=C(NCCCCc1ccccc1)NC[C@@H]1CC[C@@H](Cc2ccc(-c3ccccc3)cc2)O1	-28	7	18	1	-1
22	CCOc1ccc(/C=C/C(=O)NC2CCCCC2)cc1	-3	10	0	-6	-10
23	O=C1c2ccsc2SCCN1Cc1cccc(F)c1	-3	8	-2	-4	-1
24	O=C(NCCc1cccnc1)C1CCC(=O)N(Cc2ccc(Cl)cc2)C1 (configuration not stated)	-1	10	-8	1	11

entry	Rpn11 block	Neddylation inh	CSN inh	Rin1 Abl inh
17	i	i	-6	0
18	i	i	1	1
19	i	i	1	5
20	i	·	-2	0
21	i	i	-4	1
22	i	i	-3	-1
23	i	i	-4	0
24	i	i	0	-3

Nos. 19 through 23 of the list above:
entry	SMILES	MT1-MMP act inh	SKN-1 block	FAS TE block	NadD inh	MLLE-PAM2 inh
19	C=CCNC1=C(Cl)C(=O)N(c2cccc(Cl)c2Cl)C1=O	4	-11	7	-6	-5
20	CCOC(=O)c1ccc(N2CCN(c3cc(C)ccc3C)CC2)c(N)c1	5	8	15	-10	9
21	O=C(NCCCCc1ccccc1)NC[C@@H]1CC[C@@H](Cc2ccc(-c3ccccc3)cc2)O1	-28	7	18	1	-1
22	CCOc1ccc(/C=C/C(=O)NC2CCCCC2)cc1	-3	10	0	-6	-10
23	O=C1c2ccsc2SCCN1Cc1cccc(F)c1	-3	8	-2	-4	-1

entry	Rpn11 block	Neddylation inh	CSN inh	Rin1 Abl inh
19	i	i	1	5
20	i	·	-2	0
21	i	i	-4	1
22	i	i	-3	-1
23	i	i	-4	0

Next records follow.
entry	SMILES	MT1-MMP act inh	SKN-1 block	FAS TE block	NadD inh	MLLE-PAM2 inh
25	O=C(Nc1ccsn1)c1ccc(Cl)cc1Cl	1	-2	-4	-3	-4
26	O=C(c1ccco1)N1CCC(N2CCN(c3ccccc3)CC2)CC1	0	1	-6	-5	8
27	CCCCCN(C(=O)CCC(=O)OC(C)C(=O)c1ccc(CC)cc1)c1c(N)n(CCCC)c(=O)[nH]c1=O (configuration not stated)	-4	3	-2	1	6
28	COc1ccc2c(c1)cc1n2CCN=C1NCCO	-4	-2	-6	0	-3
29	C[C@H]1CN(S(=O)C(C)(C)C)[C@@H](CCO)/C1=C\CCO (some centres not stated)	5	0	-4	5	-9
30	O=C(OCC(=O)N1CCCC1=O)c1ncc(Cl)c(Cl)c1Cl	-7	-12	-2	2	-4
31	CC1CCCC(NC(=O)CN2CCN(S(=O)(=O)c3cccs3)CC2)C1C (configuration not stated)	-2	5	5	4	-14
32	Cc1ccc2c(c1)N(CC(=O)OCC(=O)NCc1ccccc1)C(=O)CO2	0	8	-4	-1	6

entry	Rpn11 block	Neddylation inh	CSN inh	Rin1 Abl inh
25	i	i	2	2
26	i	i	3	0
27	i	i	5	1
28	i	·	0	-3
29	i	i	-2	-5
30	i	i	-3	3
31	i	i	2	4
32	i	i	2	3

Following part:
entry	SMILES	MT1-MMP act inh	SKN-1 block	FAS TE block	NadD inh	MLLE-PAM2 inh
33	COc1ccccc1C(=O)NC(CCSC)C(=O)Nc1ccc(C)c(S(=O)(=O)N2CCOCC2)c1 (configuration not stated)	0	-4	6	-3	2
34	Cc1ccc(N(CN2CCCC2=O)C(=O)c2ccccc2)cc1	-1	5	-4	3	-1
35	Cc1cc2cc(CNC(=O)C3CCCC3)ccc2n1C	35*	53	-4	-2	4
36	CC(C)(C)NC(=O)Nc1ccc2nccnc2c1	3	-8	-4	1	-9
37	O=C(Cc1cccc(NC(=O)C2CCCN(C(=O)C3CCCC3)C2)c1)Nc1ccc(C(=O)N2CCCCC2)cc1 (configuration not stated)	3	10	-6	11	-11
38	CC1(C)c2[nH]c3ccccc3c2C[C@H]2C(=O)N(Cc3ccccc3)C(=O)N21	3	-8	7	-9	4
39	CCCCCC(=C/c1ccccc1)/C=N/Nc1ccc(S(=O)(=O)N2CCOCC2)cc1[N+](=O)[O-]	7	25	36	5	-16
40	CC(O)(c1cccc(F)c1)c1nc(-c2cccc(F)c2)cs1 (configuration not stated)	0	32	24	-4	-12

entry	Rpn11 block	Neddylation inh	CSN inh	Rin1 Abl inh
33	i	i	0	3
34	i	i	3	-2
35	i	i	-2	-24
36	i	·	2	2
37	i	i	0	6
38	i	i	-7	0
39	i	i	-2	1
40	i	i	-9	-4

Additional results
entry	SMILES	MT1-MMP act inh	SKN-1 block	FAS TE block	NadD inh	MLLE-PAM2 inh
41	CC(=O)CSc1nnc(-c2ccc(S(=O)(=O)N3CCOCC3)cc2)n1C	2	14	-8	-5	-1
42	O=C(CSc1nc2ccccc2s1)NNC(=S)Nc1ccc(Cl)cc1	4	-3	6	-1	20
43	CC(/C=N\NC(=O)c1cccnc1)c1ccccc1 (configuration not stated)	5	13	-7	-2	-15
44	COc1ccc(N2C(=O)NC3CC2(C)Oc2ccccc23)cc1 (configuration not stated)	-1	5	0	2	4
45	CC(C)c1nnc(NC(=O)CC(C)c2ccccc2)s1 (configuration not stated)	-2	10	-2	-3	-3
46	O=C(c1ccc(S(=O)(=O)N2CCOCC2)cc1)N(c1cccc(Cl)c1)C1C=CS(=O)(=O)C1 (configuration not stated)	-2	3	-1	1	16
47	Cc1ccc(C(=O)NCC(=O)NC2CCC(C)CC2)s1 (configuration not stated)	1	5	-3	0	-1
48	CCCOc1ccc(Cl)cc1/C=C1/C(=O)ON=C1C	7	-15	-6	2	9

entry	Rpn11 block	Neddylation inh	CSN inh	Rin1 Abl inh
41	i	i	0	1
42	i	i	2	1
43	i	i	-2	-2
44	i	i	2	3
45	i	i	6	-1
46	i	i	3	-2
47	i	i	3	2
48	i	i	4	1

Remaining list, next part.
entry	SMILES	MT1-MMP act inh	SKN-1 block	FAS TE block	NadD inh	MLLE-PAM2 inh
49	COc1ccc(-c2cc(-c3ccccc3)n3ncnc3n2)cc1	-5	4	5	0	-6
50	CCSc1nnc(NC(=O)Cc2cccc(OC)c2)s1	-1	-3	-12	-4	-11
51	CCOc1cc(/C=N/NC(=O)c2cccc([N+](=O)[O-])c2)ccc1OS(=O)(=O)c1ccccc1	12	-7	27	13	4
52	CCS(=O)(=O)N1CCN(c2ccc([N+](=O)[O-])c(NCc3cccnc3)c2)CC1	-1	2	-4	1	6
53	CCN(CC)C(=O)C1=C(C)N(CCCOC)C(=O)C(CC(=O)NC2CCCCC2)C1 (configuration not stated)	3	-16	-9	2	3
54	CC1CCc2c(sc(NC(=O)Cn3cnc([N+](=O)[O-])n3)c2C(N)=O)C1 (configuration not stated)	-6	2	0	-1	-8
55	CCOC(=O)C1CCCN(c2ncnc3c2cnn3-c2ccc(Cl)cc2)C1 (configuration not stated)	4	13	23	-4	5
56	CC(C)C(=O)Nc1c(-c2ccccc2F)c(=O)c2ccccc2n1C	-1	9	-6	1	4
57	COc1cc2c(C(=O)N3CCN(c4ccccc4C)CC3)c(C)oc2cc1Br	1	26	28	1	-3

entry	Rpn11 block	Neddylation inh	CSN inh	Rin1 Abl inh
49	i	·	1	-3
50	i	i	3	-1
51	i	i	6	-1
52	i	i	-5	-10
53	i	i	6	1
54	i	i	2	-4
55	i	i	-10	0
56	i	i	11	-3
57	i	i	-3	-2

Screening data from PubChem.
